mIAP inh: blocks mouse intestinal alkaline phosphatase. 0.2% of 330,000 active. purified mouse IAP, CDP-Star luminescence, 30 min. inhibition, % at 10 µM;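 active = inhibition of at least 40% at 10 µM in the primary screen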;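 note: plate controls were DMSO with enzyme for no effect and no enzyme wells for full effect; values of inactives mirror those of a sister screen read the other way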
PfGluPho inh: PfG6PD (Plasmodium falciparum) enzyme inhibition | PfGluPho enzyme, NADPH resazurin-diaphorase fluorescence | inhibition, % at 20 µM | 0.78% of 350,000 active | AID 504690;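 active = inhibition reaching at least a set limit at 20 µM in the primary screen, cut at about 59% in these data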;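 note: 0% = DMSO wells with substrate and 100% = DMSO wells lacking glucose-6-phosphate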
ATG4B inh: blocks human ATG4B protease cleavage of LC3 substrate. Q9Y4P1. ATG4B cleavage of LC3-PLA2, NBD-HPC fluorescence, 1 h. inhibition, % at 8.33 µM. 0.51% of 340,000 active. AID 504462; in the data active = inhibition above about 40%
hIAP inh: human IAP inhibition. purified IAP, CDP-Star luminescence, 30 min. inhibition, % at 10 µM. 0.12% of 330,000 active;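 active = inhibition reaching a set limit with compound at 10 µM in the primary screen, cut at about 35% in these data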;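 note: plate controls were DMSO wells with enzyme for no effect and no-enzyme buffer wells for full effect; values of inactives mirror those of a sister screen read the other way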
Target sequence (P09923 whole entry, looked up): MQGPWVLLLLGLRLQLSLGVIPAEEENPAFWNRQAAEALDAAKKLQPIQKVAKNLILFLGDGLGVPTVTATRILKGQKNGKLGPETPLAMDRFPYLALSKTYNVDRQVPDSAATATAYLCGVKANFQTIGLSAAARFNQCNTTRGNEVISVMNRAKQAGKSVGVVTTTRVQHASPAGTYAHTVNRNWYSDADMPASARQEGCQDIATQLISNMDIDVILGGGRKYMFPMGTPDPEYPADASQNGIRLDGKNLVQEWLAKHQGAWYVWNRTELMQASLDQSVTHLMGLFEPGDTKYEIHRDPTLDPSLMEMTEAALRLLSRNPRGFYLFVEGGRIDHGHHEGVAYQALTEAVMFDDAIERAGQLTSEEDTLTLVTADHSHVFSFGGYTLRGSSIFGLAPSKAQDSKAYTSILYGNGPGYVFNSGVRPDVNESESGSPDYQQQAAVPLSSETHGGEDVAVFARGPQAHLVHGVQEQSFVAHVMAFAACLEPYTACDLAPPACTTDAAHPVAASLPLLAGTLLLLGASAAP
APOBEC3A inh: blocks human APOBEC3A ssDNA deamination. P31941. 0.41% of 330,000 active. recombinant A3A, FAM/TAMRA ssDNA deamination fluorescence. inhibition, % at 20 µM. AID 493011;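 active = at least 40% inhibition at 20 µM here, with at most 30% in a related deaminase screen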;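 note: plate controls were A3A with DMSO for no effect and wells lacking A3A enzyme for full effect; some results filed as inactive read as strong as hits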
Target sequence (P31941 whole entry, looked up): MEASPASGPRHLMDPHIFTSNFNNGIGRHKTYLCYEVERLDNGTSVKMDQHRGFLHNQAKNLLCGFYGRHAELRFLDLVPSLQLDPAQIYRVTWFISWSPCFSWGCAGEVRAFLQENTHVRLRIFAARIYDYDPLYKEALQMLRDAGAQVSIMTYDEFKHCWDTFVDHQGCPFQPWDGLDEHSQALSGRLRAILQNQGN
hIAP act: increases human intestinal alkaline phosphatase activity. purified human IAP, CDP-Star luminescence, 30 min; active compounds read high; 1 = vehicle-only enzyme, 0 = enzyme-free background. activation factor at 10 µM. 0.16% of 330,000 active;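 active = activation factor of the enzyme at least 2-fold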; note: the source names both 10 and 20 µM as test concentration; values of inactives mirror those of a sister screen read the other way
HKDC1 inhibitor: blocks human hexokinase HKDC1 activity. AID 493160. Q2TB90. 0.16% of 340,000 active. recombinant HKDC1, G6PDH/diaphorase resazurin coupled fluorescence. inhibition, % at 20 µM;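 active = inhibition above about 35% when tested at 20 µM, limit read from the data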;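 note: plate controls were DMSO wells with enzyme for no effect and DMSO wells lacking enzyme for full effect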
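Assay system: recombinant HKDC1 hexokinase; detection: coupled resazurin fluorescence, excitation 525 nm, emission 613 nm; benchmarks: DMSO-plus-enzyme-mix negative control, buffer-substituted positive control; compound dosing: single 20 µM dose; schedule: 90 min at room temperature in dark; also added: glucose plus 1 mM ATP as hexokinase substrates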
mIAP act: mouse IAP activation; muIAP, CDP-Star luminescence, 30 min; active compounds read high; 1 = vehicle-only enzyme signal, 0 = enzyme-free wells; activation factor at 10 µM; 0.24% of 330,000 active; AID 2805;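 active = activation factor of at least 2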; note: the source names both 10 and 20 µM as test concentration; values of inactives mirror those of a sister screen read the other way
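Assay system: mouse IAP enzyme; Reagent: CDP-Star chemiluminescent phosphatase substrate; Compound: DMSO-dissolved test compounds; Incubation: 30 min, room temperature; Technique: luminescence from enzymatic CDP-Star hydrolysis; Controls: DMSO-only wells and no-enzyme negative control.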
Active calls of the source: *.

SMILES	mIAP inh	PfGluPho inh	ATG4B inh	hIAP inh	APOBEC3A inh	hIAP act	HKDC1 inhibitor	mIAP act
COc1cc(C(=O)NC(=S)N(C)Cc2ccccc2)cc(OC)c1OC	3	-7	-4	-5	-4	1	0	0.97
CC(=O)Oc1cccc(C2C3=C(CC(C)(C)CC3=O)Nc3ccccc3N2C(C)=O)c1 (stereo not given)	-4	-14	6	-26	-4	1.3	-7	1
COc1cccc(/C=N/n2c(COc3ccccc3)n[nH]c2=S)c1OC	6	15	1	25	-8	0.75	1	0.94
CC1CCCCN1S(=O)(=O)c1ccc2[nH]c(=O)cc(C(=O)NCCCN3CCCCCC3)c2c1 (stereo not given)	8	0	-9	-9	-1	1.1	-6	0.93
O=C(O)CCCNC(=O)/C(=C\c1ccc(Cl)cc1)NC(=O)c1ccc(Br)cc1	5	-20	-7	-6	0	1.1	12	0.95
CCN1CCN(C(=O)c2c(-c3ccccc3)noc2C)CC1	1	-14	4	6	7	0.94	-5	0.99
CN(CC(=O)Nc1cccc(F)c1)C(=O)CN1C(=O)C2CCCCC2C1=O (stereo not given)	-1	17	-1	10	-3	0.9	-5	1
Cc1cccc(NC(=O)c2cc3c(=O)n4ccccc4nc3n(CC(C)C)c2=N)c1	8	0	0	16	-2	0.84	-1	0.93
CN(C)c1ccc(CN(C(=O)COc2ccc(F)cc2)C2CCS(=O)(=O)C2)cc1 (stereo not given)	8	3	-7	7	6	0.93	7	0.92
O=C1/C(=C/c2ccncc2)N=C2CCCCCN12	-8	0	-8	-5	7	1.1	0	1.1
COC(=O)c1scc(C)c1NC(=O)Cc1ccccc1	-3	3	1	0	5	1	-7	1
O=C(Cn1c(C(F)(F)F)nc2ccccc21)N1CCCC1	1	2	6	-18	7	1.2	-5	0.99
CCn1cc(CN2CCC(n3nccc3NC(=O)Cc3ccccc3)CC2)cn1	2	-4	-5	-29	1	1.3	-1	0.97
O=c1c(-c2ccc3c(c2)OCCO3)coc2cc(O)cc(O)c12	7	-15	-7	-7	-3	1.1	-10	0.93
CC(=O)c1ccc(NC2c3ncccc3C(=O)N2Cc2ccc(F)cc2)cc1 (stereo not given)	6	-4	-1	2	3	0.98	-11	0.94
Cc1ccccc1N1CCN(CC(=O)Nc2nccs2)CC1	-3	-9	-4	-9	-7	1.1	-4	1
C/C(=N\N(C)C)C1=C(O)c2ccccc2C1=O	3	-8	-1	3	8	0.97	-10	0.97
ON1C(c2ccccc2)CC2(O)c3nonc3CCC12 (stereo not given)	0	-11	7	-7	0	1.1	-1	1
COc1cc(OC)c2c(c1)S(=O)(=O)C(c1ccccc1)=C2N	25	-11	-2	0	-1	1	11	0.75
Cc1cccc(NC(=O)C23CCC(C)(/C(=N/O)C2)C3(C)C)c1 (stereo not given)	-12	-6	-6	-11	3	1.1	-12	1.1
CN(C)CCCn1c(NCc2ccc3c(c2)OCO3)nc2ccccc21	0	-13	9	16	5	0.84	9	1
C=CCn1c(COc2ccccc2)nnc1SCC(=O)O	8	-24	8	-38	-2	1.4	-2	0.92
COc1ccc(OCC(=O)Nc2ccc3c(c2)nc(CCN2CCC(C)CC2)n3C)cc1	-3	15	-11	13	1	0.87	-5	1
O=C(CN1CCN(S(=O)(=O)c2ccc(Cl)cc2)CC1)Nc1ccc(F)cc1F	-2	-13	-5	15	-1	0.85	5	1
CCN(CC)C(=O)c1ccc(C(=O)c2c(C)cc(C)cc2C)cc1	-4	-11	-6	13	-11	0.87	39*	1
Cc1cc(=O)[nH]c(/N=C(\N)Nc2ccc(Oc3ccccc3)cc2)n1	-2	0	-1	-47	4	1.5	-4	1
Cc1nn(-c2ccccc2)c(Cl)c1CN(C(=O)CCl)c1cccc2ccccc12	10	13	25	0	1	1	9	0.9
O=C(Nc1nc2ccccc2n1CCN1CCOCC1)c1cn(-c2ccccc2)nc1-c1ccccc1	-9	8	-7	-36	8	1.4	-19	1.1
CS(=O)(=O)N(CCC#N)Cc1ccc(/C=C2\C(=O)Nc3ccccc32)o1	-3	11	-5	-2	-8	1	4	1
CC(C)c1onc(C(=O)N2CCCCC2C)c1[N+](=O)[O-] (stereo not given)	3	-5	-4	-14	0	1.1	-7	0.97
CCc1nc2ccc(C(=O)NCCCN3CCN(c4ccc(F)cc4)CC3)cc2nc1CC	6	7	-11	5	-3	0.95	9	0.94
CC(C)c1nnc(NC(=O)CCC(=O)N2CCN(c3ccc(Cl)cc3)CC2)s1	-3	-6	3	28	0	0.72	-7	1
O=C1CCC(=O)N1N1C(=O)C2C3c4ccccc4C(c4ccccc43)C2C1=O (stereo not given)	-1	-16	7	-14	-2	1.1	0	1
Cc1[nH]c2ccccc2c1C(=O)CN1C(=O)C(=O)N(Cc2ccco2)C1=O	5	-9	-16	4	4	0.95	2	0.95
CC(C)(C)c1cc(NC(=O)C2CCCO2)no1 (stereo not given)	5	-11	-4	10	-4	0.9	2	0.95
CC(=O)N1CCC(N(C(=O)Nc2ccc(Cl)cc2)C(C)C)CC1	-10	0	0	-7	-6	1.1	-9	1.1
CCOC(=O)c1ccc(NC(=O)c2sc3nc(N4CCOCC4)c4c(c3c2N)CCCC4)cc1	2	39	0	2	-4	0.98	7	0.98
CC(C)NC(=O)c1ccc(-c2ccc(Cl)c(C(F)(F)F)c2)o1	0	2	-12	4	-1	0.96	-12	1
CC1(C)Cc2c(C#N)c(SCC(=O)O)nc(N3CCOCC3)c2CO1	1	-17	10	14	-3	0.86	1	0.99
CCC1C(=O)NCCN1C(=O)c1ccc(OC)c(OC2CCN(C(C)=O)CC2)c1 (stereo not given)	-11	1	3	-18	-1	1.2	-6	1.1
CCC(C(=O)OC)n1cnc2c(nnn2-c2cccc(Cl)c2)c1=O (stereo not given)	7	-28	-7	12	0	0.88	3	0.93
Cc1ccccc1S(=O)(=O)N(CC(O)CN1C(=O)NC(C)(C)C1=O)c1ccccc1 (stereo not given)	7	-2	14	-5	1	1.1	-2	0.93
N#Cc1c(-c2ccc(Cl)cc2)c2c([nH]c1=S)CCCC2	8	24	10	10	-4	0.9	4	0.92
COc1ccc(N2CCN(C(=O)CSc3nc4nc(C)cc(C)n4n3)CC2)cc1	-4	-13	5	18	-3	0.82	0	1
O=C(NCCOc1ccccc1)C1CCC(=O)N(CCN2CCOCC2)C1 (stereo not given)	-6	-7	5	13	2	0.87	0	1.1
COc1ccc(CCN(C)Cc2nc(-c3cnccn3)no2)cc1OC	-16	3	8	-5	-6	1.1	-5	1.2
Cc1ccc(C(=O)OCC(=O)NC2CC2)cc1S(=O)(=O)N1CCOCC1	-5	-16	0	-25	3	1.3	4	1.1
COC(=O)CCc1c(C)c(C(=O)c2cc(OC)c(OC)c(OC)c2)c2ccccn12	-8	-10	2	1	-7	0.99	-1	1.1
CC(C)c1cc(=O)n2[nH]c(SCc3ccccc3)nc2n1	-1	3	6	-4	-4	1	0	1
CCN1C(=O)[C@H]2[C@@H](c3ccc(C)cc3)N3C(=O)N(c4ccc(OC)cc4)C(=O)[C@@]3(Cc3ccc(Cl)cc3)[C@H]2C1=O	11	1	-9	3	-2	0.97	-4	0.89

(listing goes on)
SMILES	mIAP inh	PfGluPho inh	ATG4B inh	hIAP inh	APOBEC3A inh	hIAP act	HKDC1 inhibitor	mIAP act
O=C(COc1ccc(/C=N/NS(=O)(=O)c2ccccc2)cc1)NCc1ccccc1	2	-5	-5	-11	1	1.1	-5	0.98
CC(C)(C)CC(=O)Nc1ccccc1N1CCN(c2ccc(F)cc2)CC1	6	2	20	19	-4	0.81	0	0.94
COc1ccccc1CCN1CCCC(CN(C)C(=O)CCC(N)=O)C1 (stereo not given)	3	-3	10	-9	-3	1.1	8	0.97
COc1cccc(CN2CC(C(=O)NCCCCc3ccccn3)CCC2=O)c1 (stereo not given)	5	16	20	-13	-3	1.1	6	0.95
CCc1ccccc1NC(=O)c1ccc2nc(N3CCOCC3)sc2c1	-9	-6	-3	-8	4	1.1	-4	1.1
CCCC/C(O)=C1\C(=O)CCCC1=NCCc1c(C)[nH]c2ccccc12	-4	14	-2	-9	-2	1.1	3	1
COc1cccc(-n2nnnc2SCC(=O)c2ccc(NC(C)=O)cc2)c1	-1	-20	1	1	6	0.99	-2	1
COc1cc2c(cc1NC(=O)COC(=O)CNS(=O)(=O)c1ccc(C)cc1)oc1ccccc12	0	29	-19	4	-1	0.96	-2	1
O=C(c1cnn2c(C(F)(F)F)cc(-c3ccc4c(c3)OCO4)nc12)N1CCCCC1	-7	-10	-11	-21	0	1.2	-3	1.1
COc1ccc(CCNc2ccc(N3C(=O)CC(C)C3=O)cc2[N+](=O)[O-])cc1OC (stereo not given)	8	-1	6	17	8	0.83	4	0.92
CCCCOc1ccccc1C1C(C(=O)OC)=C(C)N(C)C(C)=C1C(=O)OC	12	-11	2	10	-2	0.9	0	0.89
Cc1nc(C)c2c(=O)cc(-c3ccccc3)[nH]c2n1	0	3	4	3	1	0.97	-4	1
Cn1c(CNC(=O)C2CCCCC2)cc2cc(Cl)ccc21	-3	8	-7	-6	3	1.1	-8	1
CN(CC(=O)Nc1ccccc1C(F)(F)F)C(=O)CSc1nnnn1C	7	3	-1	-5	6	1	0	0.93
CCCCCC1CC(=O)C=C(C)C1C(=O)OC (stereo not given)	-5	5	-5	-18	-2	1.2	-4	1
CC1=NN(c2ccccc2)C(=O)/C1=C\c1c(C)[nH]n(-c2ccccc2)c1=O	17	-28	5	13	6	0.87	0	0.83
CN(C)CCNC(=O)COc1cccc(Cl)c1	-7	-4	-7	3	2	0.97	-2	1.1
C/C(=N\Nc1cc(C)nc(-c2ccccc2)n1)c1cccc([N+](=O)[O-])c1	5	15	3	12	-1	0.88	-3	0.95
CC(=O)Oc1cc(OC(C)=O)c2c(=O)c(-c3ccc4c(c3)OCCCO4)c(C)oc2c1	-10	-11	6	-13	7	1.1	0	1.1
Cc1ccc(C(=O)C2=C(O)C(=O)N(CCCN3CCOCC3)C23C(=O)N(C)c2ccccc23)o1 (stereo not given)	-1	-22	-9	-16	-2	1.2	-6	1

6 entries from above, reformatted.
molecule,mIAP inh,PfGluPho inh,ATG4B inh,hIAP inh,APOBEC3A inh,hIAP act,HKDC1 inhibitor,mIAP act
Cn1c(CNC(=O)C2CCCCC2)cc2cc(Cl)ccc21,-3,8,-7,-6,3,1.1,-8,1
CN(CC(=O)Nc1ccccc1C(F)(F)F)C(=O)CSc1nnnn1C,7,3,-1,-5,6,1,0,0.93
CCCCCC1CC(=O)C=C(C)C1C(=O)OC (stereo not given),-5,5,-5,-18,-2,1.2,-4,1
CC1=NN(c2ccccc2)C(=O)/C1=C\c1c(C)[nH]n(-c2ccccc2)c1=O,17,-28,5,13,6,0.87,0,0.83
CN(C)CCNC(=O)COc1cccc(Cl)c1,-7,-4,-7,3,2,0.97,-2,1.1
C/C(=N\Nc1cc(C)nc(-c2ccccc2)n1)c1cccc([N+](=O)[O-])c1,5,15,3,12,-1,0.88,-3,0.95

New compounds follow:
SMILES	mIAP inh	PfGluPho inh	ATG4B inh	hIAP inh	APOBEC3A inh	hIAP act	HKDC1 inhibitor	mIAP act
Cc1[nH]c2ccccc2c1N=Nc1c(C)n(C)n(-c2ccccc2)c1=O	-4	10	-7	-7	-3	1.1	-8	1
Cc1ccccc1C(=O)NNC(=O)c1cccc([N+](=O)[O-])c1	-11	-16	-1	2	-2	0.98	-8	1.1
O=C(CN1C(=O)C2CCCCC2C1=O)Nc1nccs1 (stereo not given)	-5	-7	-5	-4	1	1	0	1
O=C(OCC(=O)N1CCN(C(=O)c2ccco2)CC1)c1ccccc1OCc1ccccc1	0	-23	-13	-22	2	1.2	-6	1
Cc1nccn1-c1ccc(C(F)(F)F)cc1[N+](=O)[O-]	10	-16	5	10	-5	0.9	2	0.9
COc1cc(OC)c(N(C)S(=O)(=O)c2cccc(C(=O)OCC(=O)N3CCOCC3)c2)cc1Cl	6	12	-13	2	2	0.98	-4	0.94
